# Assay outcomes deposited in PubChem by National Center for Advancing Translational Sciences (NCATS).
# HP1b binding inh = HP1-beta chromodomain-methylated histone interaction inhibition; P83916; AlphaScreen HP1-beta / biotin-H3K9me3 peptide binding; Potency, µM (titrated, usually from 114 µM), for inactives: at the highest dose activity change, negative = inhibition, actives largely listed as inhibitors; actives 0.56% (n = 390,000); AID 540317; note: nearly all actives have a fitted effect of over 70% in size; inactives centre near 23
#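 HP1-beta protein (50 nM final) preincubated 30 min at room temperature with biotinylated H3(1-18)K9me3 peptide (50 nM) in PBS pH 7.4, 0.01% Tween-20, then compound added for 30 min. AlphaScreen streptavidin donor/nickel chelate acceptor beads (10 ug/mL final), 30 min dark, luminescence read.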
# PGK inhibitor = blocks T. brucei phosphoglycerate kinase. actives 0.043% (n = 380,000). Potency, µM (titrated, usually from 57.5 µM), for inactives: at the highest dose activity change, negative = inhibition, usual class: inhibitors. P07378. PGK/GAPDH coupled, Kinase-Glo luminescence, 60 min; note: % is set by controls: 0 for no effect and ±100 for the full control effect; nearly all actives have a fitted effect of over 60% in size
#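 Recombinant glycosomal PGK reaction used 1,3-bisphosphoglycerate generated in-well by GAPDH (100nM final) in 100mM TEA pH 7.6, 5mM MgCl2, 0.01% Tween-20. After 60 minutes at room temperature, ATP was read by Kinase-Glo Plus luminescence end-point.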
# GLS inh = inhibitors of human glutaminase (GLS); Potency, µM (top dose mostly 45.5 µM), without a hit: top-dose activity change, negative = inhibition, usual class: inhibitors; O94925; actives 0.21% (n = 410,000); GLS enzymatic activity, qHTS titration; note: % is set by controls: 0 for no effect and ±100 for the full control effect
#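 hKGA; 45 mM KH2PO4 pH 8.2 + 0.02% Tween-20; cpd via pin tool; 1 mM Gln soln; GluOx/HRP/Amplex Red; RT 30 min; fluor. t0 & final.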
# Pin1 inh = inhibitors of human Pin1; actives 0.009% (n = 390,000); AID 504891; Q13526; Potency, µM (doses to about 115 µM), for inactives: top-dose activity, negative = inhibition, usual class: inhibitors; Pin1 FP peptide displacement, HiFluor488, 10 min; active = well fitted inhibition curve with a large enough effect in the polarisation, with a control signal flat, not every such curve was filed as active; inconclusive = small, poorly fitted or top-dose-only effect, or effect the other way, or a change in a side signal; inactive = no such curve, though single readings can be large or run the other way; the % refers to the polarisation; note: % is set by controls: 0 for no effect and ±100 for the full control effect
# RGS4 inhibitor = blocks human RGS4-accelerated GTP hydrolysis; P49798; Transcreener GDP fluorescence polarization, RGS4-accelerated GTP hydrolysis; Potency, µM (titrated, usually from 114 µM), inactives show at the highest dose activity change, negative = inhibition, usual class: inhibitors; actives 0.039% (n = 390,000); note: % is set by controls: 0 for no effect and ±100 for the full control effect; nearly all actives have a fitted effect of over 75% in size; some results filed as inactive show a strong effect at the top dose
#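 MLSMR compounds (23 nl, pin-transferred) preincubated 10 min at room temperature with a 500nM (2x) first reagent, then RGS4 at 900nM (2x) plus Transcreener GDP mix added; fluorescence polarization (620/688 nm) read before and after 90 min at 30 °C.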
# JMJD2A Tudor = JMJD2A Tudor domain (human) inhibition. O75164. AlphaScreen JMJD2A-Tudor / H3K4me3 peptide binding. Potency, µM (top dose mostly 114 µM), for the others: at the highest dose activity change, negative = inhibition, usual class: inhibitors. actives 4.4% (n = 390,000). AID 504339; note: % is set by controls: 0 for no effect and ±100 for the full control effect; nearly all actives have a fitted effect of over 50% in size
# ERG-DNA inh = inhibitors of human ERG Ets domain-DNA interaction | P11308 | fluorescence polarization, His-ERG Ets domain / labelled DNA | Potency, µM (titrated, usually from 76.9 µM), for the others: top-dose FP activity, negative = inhibition, most hits filed as inhibitors | actives 0.028% (n = 370,000); active = well fitted inhibition curve with a large enough effect in the polarisation, with a control signal flat; inconclusive = small, poorly fitted or top-dose-only effect, or effect the other way, or a change in a side signal; inactive = no such curve, though single readings can be large or run the other way; the % refers to the polarisation;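 note: polarization taken with two DNA probes labelled with fluorescein and Texas red; % of control where 0% means no effect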
# Target sequence (P11308 whole entry, looked up, the tested form may be a part): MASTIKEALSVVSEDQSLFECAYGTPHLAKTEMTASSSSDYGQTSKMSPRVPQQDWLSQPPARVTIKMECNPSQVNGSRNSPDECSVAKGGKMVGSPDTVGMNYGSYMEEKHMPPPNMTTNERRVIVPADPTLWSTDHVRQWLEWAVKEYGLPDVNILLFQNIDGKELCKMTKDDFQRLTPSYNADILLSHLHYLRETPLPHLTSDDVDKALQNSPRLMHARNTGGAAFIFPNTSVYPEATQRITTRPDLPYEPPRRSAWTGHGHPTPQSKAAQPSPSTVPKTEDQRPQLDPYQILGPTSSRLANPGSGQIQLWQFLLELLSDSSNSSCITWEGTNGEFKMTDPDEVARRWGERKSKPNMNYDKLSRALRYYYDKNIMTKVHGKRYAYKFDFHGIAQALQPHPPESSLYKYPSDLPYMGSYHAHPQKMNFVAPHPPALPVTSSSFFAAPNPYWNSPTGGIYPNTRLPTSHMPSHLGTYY
#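 His-tagged ERG Ets domain (1 uM in the protein solution; 300mM KCl, 50mM Tris-HCl, 1mM EDTA, 1mM DTT, pH 7.5) received compound, then a probe mix of 5 nM fluorescein-DNA and 100nM Texas-615-DNA. Fluorescence polarization was read for both dyes.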
# 12-LOX inh = blocks human arachidonate 12S-lipoxygenase | P18054 | purified 12hLO, xylenol orange hydroperoxide absorbance | Potency, µM (highest dose often 108 µM), without a hit: at the highest dose activity change, negative = inhibition, usual class: inhibitors | actives 1.1% (n = 580,000); note: % is set by controls: 0 for no effect and ±100 for the full control effect
# Target sequence (P18054 whole entry, looked up): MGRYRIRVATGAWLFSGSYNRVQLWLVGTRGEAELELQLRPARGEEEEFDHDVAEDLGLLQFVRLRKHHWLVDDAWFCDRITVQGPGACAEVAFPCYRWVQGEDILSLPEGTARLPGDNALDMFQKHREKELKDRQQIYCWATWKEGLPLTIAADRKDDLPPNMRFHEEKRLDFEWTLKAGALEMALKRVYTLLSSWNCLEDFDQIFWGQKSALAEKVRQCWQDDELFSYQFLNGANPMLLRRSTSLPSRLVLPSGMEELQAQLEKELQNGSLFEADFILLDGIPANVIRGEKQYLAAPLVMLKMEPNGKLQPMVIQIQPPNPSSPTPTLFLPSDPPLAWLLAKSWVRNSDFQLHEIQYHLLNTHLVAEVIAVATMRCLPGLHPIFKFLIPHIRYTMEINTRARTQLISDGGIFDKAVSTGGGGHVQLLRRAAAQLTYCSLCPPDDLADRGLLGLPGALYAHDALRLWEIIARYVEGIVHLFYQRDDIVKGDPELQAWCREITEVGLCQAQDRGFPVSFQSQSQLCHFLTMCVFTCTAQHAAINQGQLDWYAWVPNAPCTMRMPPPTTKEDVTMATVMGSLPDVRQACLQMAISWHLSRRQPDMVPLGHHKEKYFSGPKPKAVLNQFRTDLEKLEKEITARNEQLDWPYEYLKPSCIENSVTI
#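 Purified human 12hLO (150 nM final) in 25 mM Hepes, 0.01% Triton X-100, pH 7.0 was preincubated 15 min at room temperature with compound. Then 40 uM arachidonic acid was added, 30 min. Hydroperoxide was read by Fe-XO absorbance ratio 573/405 nm.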
# rTrxR1 inhibitor = blocks rat thioredoxin reductase 1; AID 588453; actives 1% (n = 390,000); O89049; recombinant rTrxR1, NADPH fluorescence consumption, selenite substrate; Potency, µM (titrated, usually from 114 µM), without a hit: top-dose activity change, negative = inhibition, usual class: inhibitors; note: % is set by controls: 0 for no effect and ±100 for the full control effect; nearly all actives have a fitted effect of over 65% in size
#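 Rat TrxR1 (90 nM in the dispensed reagent) was pre-reduced with 400 uM NADPH for 5 min at room temperature, then incubated with compound for 15 min. After 400 uM selenite was added, NADPH fluorescence (Ex 340/Em 450 nm) was followed for 8 min.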
# The depositor's hits bear a star; i = inactive; ? = inconclusive; · = not tested or not shown; & = joins results of further samples; [ ] = another dose, or the depositor's remark. Unless noted, calls come from the whole dose curve; as a rule, active = well fitted curve in the direction sought with a large enough effect; inconclusive = small, poorly fitted or top-dose-only effect, or another doubt; inactive = no such curve, though single readings can be large; an effect the other way counts as inactive or inconclusive. Potency is the fitted concentration of half-maximal effect. Only part of the results is shown; the hit share may differ from the screen's.
HP1b binding inh,PGK inhibitor,GLS inh,Pin1 inh,RGS4 inhibitor,JMJD2A Tudor,ERG-DNA inh,12-LOX inh,rTrxR1 inhibitor,molecule
53%[activator],6%,4%,0%,24%,-9%,-6%,5%,0%,CCCC(=O)NCCCc1nc2ccccc2n1CCC
?,?,24%,-13%,?,32µM*,10%,-28%,?,CCc1nnc(NS(=O)(=O)c2ccc(NC(=S)NC(=O)/C=C/c3ccc(OC)cc3)cc2)s1
6%,0%,0%,-5%,4%,-31%,8%,0%,1%[57.1 µM],Cc1ccc(-n2[nH]c(=O)c(-c3ccccn3)c2C)cc1
13%,i,0%,-1%,-27%,-10%,3%,?,-6%,O=C(NCCCN1CCC(Cc2ccccc2)CC1)C1CC(=O)N(C2CCCCCC2)C1 (centres undefined)
149%[activator],i,-8%,-3%,-33%,51%[activator],2%,12%,6%[57.1 µM],COc1ccc(OCCOC(=O)c2cccs2)cc1
51%[activator],-4%,-13%,33%[activator],-16%,-14%,0%,-4%,12%,CC(=O)Nc1ccc(S(=O)(=O)Nc2ccc3nc(C)sc3c2)cc1
36%,-11%,-2%,-6%,-14%,-10%,-5%,i,1%,O=C(Cc1c[nH]c2ccccc12)NCc1ccncc1
48%[activator],0%,-5%,-1%,8%,-13%,-4%,-4%,10%,O=C(O)CN1C(=O)CCS(=O)c2ccccc21 (centres undefined)
41%[activator],-6%,?,-4%,3%,-9%[11.4 µM],0%,-1%,24%[57.1 µM],Cc1cc(O)c(NC(=O)c2ccc(C)c([N+](=O)[O-])c2)cc1C
37%,-1%,3%,1%,2%,-8%,12%,-8%,?,CCCCNC(=O)COC(=O)c1ccc(N(C)C)cc1
27%,-6%,?,?,-42%,-17%,5%,-18%,7%[57.1 µM],O=C(O)c1ccccc1NS(=O)(=O)c1cccc(NS(=O)(=O)c2cc(Br)ccc2Br)c1
11%,-6%,43%[activator],4%,-24%[56.9 µM],?,7%,-1%,7%[57.1 µM],O=C(CCc1nnc(Cc2ccc3c(c2)OCO3)o1)NCCc1ccccc1Cl
12%,3%,?,3%,11%,-10%,-4%,5%,-45%,Cc1ccc(C(=O)Nc2ccc(Nc3ccccc3)cc2)c(Cl)c1
29%,-4%,12%,?,-17%,-6%,4%,?,?,O=C(CSc1nc2cc(Cl)ccc2s1)c1cc2ccccc2o1
24%,-5%,-2%,1%,7%,5%,-3%,0%,26%,COc1ccc(CCNC(=O)c2sc3cc(C)ccc3c2Cl)cc1
42%[activator],-5%,-6%,1%,0%,7%,-5%,128%[activator],35%,CC(C)N(Cc1ccccc1)C(=O)CN1C(=O)NC2(CCCC2)C1=O

# Profiles, looked up by structure. Screens in order: HP1b binding inh	PGK inhibitor	GLS inh	Pin1 inh	RGS4 inhibitor	JMJD2A Tudor	ERG-DNA inh	12-LOX inh	rTrxR1 inhibitor
# `CC(=O)Nc1ccc(S(=O)(=O)Nc2ccc3nc(C)sc3c2)cc1` is listed with 51%[activator]	-4%	-13%	33%[activator]	-16%	-14%	0%	-4%	12%
# `O=C(NCCCN1CCC(Cc2ccccc2)CC1)C1CC(=O)N(C2CCCCCC2)C1` (centres undefined) is listed with 13%	i	0%	-1%	-27%	-10%	3%	?	-6%

# Following part.
HP1b binding inh,PGK inhibitor,GLS inh,Pin1 inh,RGS4 inhibitor,JMJD2A Tudor,ERG-DNA inh,12-LOX inh,rTrxR1 inhibitor,molecule
57%[activator],-4%,2%,1%,-15%,-30%,-5%,4%,15%,Cc1cc(NC(=O)CSc2nnc(CNC(=O)c3ccccc3)o2)no1
-10%,-2%,9%,-10%,12%,-22%,6%,6%&-3%,6%,O=C(c1ccc2c(c1)OCO2)N(Cc1ccco1)C1(C(=O)NC2CCCCC2)CCCCC1
14µM*,-2%,17%,-5%,-28%,56µM*,1%,15%,-13%,COc1ccc(NC2(c3ccc(Cl)cc3)C(=O)c3ccccc3C2=O)cc1
17%,-2%,0%,-6%,-15%,-11%,4%,-3%,1%,CCC1(c2ccccc2)NC(=O)N(CC(=O)Nc2cc(S(=O)(=O)N3CCOCC3)ccc2OC(C)C)C1=O (centres undefined)
17%,i,1%,2%,-3%,6%,-3%,-26%,-3%,O=C(Nc1ccc([N+](=O)[O-])cc1Br)c1cccnc1
-4%,-8%,1%,-2%,11%,-13%,·,?,9%,COc1ccc(-c2c3c(=O)n(C)c(=O)n(C)c3cn2-c2cccc(OC)c2)cc1
11%,-3%,-20%,3%,1%,-10%,1%,0%,18%[57.1 µM],COc1cccc(CN(C)CC(=O)Nc2ccccc2C(=O)Nc2ccccc2)c1
31%[activator],-4%,46%[activator],-9%,31%,?,3%,-5%,18%[57.1 µM],Cc1ccc(NC(=O)/C(CN(C)C)=N\O)cc1
26%,-10%,1%,4%,-4%,-8%,-1%,0%,7%,CSc1nc2sc3c(c2c(=O)n1-c1ccc(C)cc1)CCCC3
2%,-20%,4%,1%,-9%,-11%,-2%,2%,19%[57.1 µM],O=C(NCCOc1ccccc1)c1ccccc1Cl
71%[activator],i,-12%,3%,-13%[56.9 µM],-20%,-11%,8%,31%[57.1 µM],CCC(C)[C@H](NC(=O)C1CC(=O)N(c2ccc(OC)cc2)C1)C(=O)NC1CCCC1 (some centres undefined)
25%,i,2%,-6%,-12%,-12%,-2%,-11%,27%,CC1CCN(CC(=O)Nc2nccs2)CC1
-6%,0%,8%,-1%,?,-24%[57.1 µM],11%,6%,21%,O=C1NCCN1CCNS(=O)(=O)c1ccc(F)cc1
132%[activator],-4%,-5%,10%,-18%,36%[activator],-1%,20%,6%[57.1 µM],COc1ccccc1C(=O)COC(=O)c1c(-c2ccccc2)noc1C
42%[activator],-3%,-3%,0%,-29%,-18%,5%,-2%,32%,CCc1ccc(-c2cc(C)no2)cc1S(=O)(=O)NCCc1ccc(OC)c(OC)c1
40%[activator],11%,7%,6%,15%,7%,0%,23%,16%,CCOc1ccc(C(=O)NNC(=O)CNC(=O)c2ccc(C)s2)cc1OC
34%,-8%,2%,-6%,20%,-15%,1%,1%,35%,O=C(O)CC(CNC(=O)C1CCCN1C(=O)OCc1ccccc1)c1ccccc1 (centres undefined)
109%,-3%,2%,?,6%,-1%,10%,·,-28%[57.1 µM],COc1ccc(C2=CC(c3ccc(C)cc3)n3nnnc3N2)cc1 (centres undefined)
2%,-10%,22%,-2%,12%,-34%,7%,0%,9%[57.1 µM],COc1ccc(N2CCN(c3ccc(N)cc3C#N)CC2)cc1
24%,-8%,11%,-7%,11%,-7%,·,·,22%,O=C(Cc1cccs1)Nc1ccc(-c2nnn(CC(=O)N3CCOCC3)n2)cc1
-3%,-6%,18%,31%[activator],-4%,?,-22%,?,-36%[57.1 µM],CCc1ccc(O)c(N=Cc2cccc(C)c2O)c1
28%,1%,19%,-1%,-10%,-18%,2%,-3%,6%,CCOC(=O)c1cc(-c2ccc(F)cc2)n(CC(=O)NCc2ccccn2)c1C
18%,-5%,3%,-1%,15%,-10%,0%,-5%,-2%[57.1 µM],COc1ccc(OC)c(-n2c(SCC(=O)NCc3ccco3)nnc2-c2c[nH]c3ccccc23)c1
9%,1%,3%,7%,-24%,-12%,3%,-15%,12%[57.1 µM],CCOc1ccccc1C1CC(=O)NC2=C1C(=O)CCC2 (centres undefined)
11%,-2%,0%,-1%,1%,-21%,12%,10%,18%[57.1 µM],CCCC(=O)Nc1nnc(SCC(=O)Nc2ccc3c(c2)OCCO3)s1
15%,8%,-1%,9%,3%,10%,-3%,-4%,12%[57.1 µM],Cc1cc(NC(=O)CCC(=O)N(Cc2ccc(F)cc2)C(C(=O)NC2CCCC2)c2ccco2)no1 (centres undefined)
39%[activator],-4%,2%,5%,-3%,-15%,-2%,8%,9%,CC(C)CSc1nc2ccccc2n1CC(N)=O
-5%,4%,0%,-2%,18%,-22%,10%,-1%,-16%,CCN(CC)C(=O)CSc1ccc(C(F)(F)F)cc1[N+](=O)[O-]
7%,0%,-5%,27%,-3%,-21%,-12%,-7%,14%[57.1 µM],COc1ccc(C2CC(c3ccccc3OC(C)=O)=NN2C(=O)/C=C/c2ccccc2)cc1 (centres undefined)
2%,·,10%,-1%,25%,-18%,·,1%,3%,O=C(NCc1ccco1)c1csc2c1CCCCC2
19%,-10%,1%,?,-5%,-22%,-8%,-14%,19%[57.1 µM],Cc1cc(C)cc(NC(=O)C2CCN(S(=O)(=O)c3cccc(-c4noc(C)n4)c3)CC2)c1
38%[activator],5%,0%,-5%,0%,-6%,10%,?,15%,COCc1cc(=O)[nH]c(SCC(=O)N2CCOCC2)n1
13%,·,18%,23%,?,-24%,4%,0%,-2%,COc1cc(/C=C/c2ccc3c(Br)cc(Br)c(O)c3n2)ccc1O
36%,-8%,4%,-4%,8%,-10%,-3%,·,-4%,O=C(NCCCN1CCN(c2ccccc2F)CC1)C1CCC(=O)N1C1CCCC1 (centres undefined)
7%,5%,0%,4%,-18%,-21%,-2%,-2%,-6%[57.1 µM],O=C(Nc1cccnc1)c1cc2cc(Br)ccc2oc1=O
38%,-5%,24%,3%,-7%,-25%,9%,·,23%[57.1 µM],CC(C)C[C@@H]1NC(=O)[C@H](C(C)C)NC(=O)c2cc([N+](=O)[O-])cc(I)c2OCC[C@@H](C(N)=O)NC1=O
24%,-1%,-6%,-5%,-9%,-10%,17%,403%[activator],9%,CC(=O)Nc1ccc(S(=O)(=O)N2CCN(CC(=O)N3CCOCC3)CC2)cc1
-16%,i,3%,-1%,-18%,-13%,5%,-23%,1%,CC(=O)Nc1ccc(-c2csc(NC(=O)CCNC(=O)c3ccco3)n2)cc1
